PLK1 inh: PLK1 (human) kinase inhibition; P53350; recombinant PLK1 kinase, TR-FRET peptide phosphorylation; inhibition, % at 10 µM; 97,000 tested, 0.53% active; AID 619;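 active = inhibition of 50% or more in the single-concentration screen; inactive = inhibition below 50%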;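 note: 0% = DMSO max control and 100% = H-89 dihydrochloride min control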
Target sequence (P53350 whole entry, looked up): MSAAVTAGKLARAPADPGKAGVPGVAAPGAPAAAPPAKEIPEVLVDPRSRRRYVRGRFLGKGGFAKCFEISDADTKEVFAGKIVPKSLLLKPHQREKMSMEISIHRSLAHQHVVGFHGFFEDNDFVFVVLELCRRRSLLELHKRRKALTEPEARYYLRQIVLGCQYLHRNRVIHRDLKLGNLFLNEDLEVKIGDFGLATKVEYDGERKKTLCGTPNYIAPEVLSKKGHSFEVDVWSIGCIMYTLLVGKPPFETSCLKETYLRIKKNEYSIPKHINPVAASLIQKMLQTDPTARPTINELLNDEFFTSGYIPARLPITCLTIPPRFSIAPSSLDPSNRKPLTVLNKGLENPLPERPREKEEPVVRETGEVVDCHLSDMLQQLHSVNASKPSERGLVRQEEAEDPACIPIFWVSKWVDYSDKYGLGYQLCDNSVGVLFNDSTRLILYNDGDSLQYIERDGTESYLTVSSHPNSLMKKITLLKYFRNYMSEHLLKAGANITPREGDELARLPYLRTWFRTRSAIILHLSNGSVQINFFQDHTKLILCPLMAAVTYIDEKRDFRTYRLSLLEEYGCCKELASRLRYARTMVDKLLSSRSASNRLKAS
Ecoli WT expand: growth inhibitors of E. coli BW25113 wild type; OD600 absorbance; growth inhibition, % at 100 µM; 98,000 tested, 0.15% active;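 active = growth inhibition above about 50% at one test dose, limit read from the data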;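 note: growth measured after 20 h incubation at 37 °C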
HUVEC tox IL1B: toxic to HUVEC cells under IL-1B stimulation | HUVEC cell count loss, Hoechst imaging, IL-1B stimulated | cell count reduction, % at 2 µM | 94,000 tested, 0.41% active;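 active = cell count reduction more than 3 SD above the screen-wide mean, cut at about 70% in these data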;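 note: normalized per plate to untreated control cells as the no-loss baseline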
sEH inh: soluble epoxide hydrolase (human) inhibition | P34913 | inhibition, % at 2 µM | AID 707 | 91,000 tested, 0.34% active | recombinant human sEH enzymatic activity assay; in the data active = inhibition above about 80%; note: values of inactives mirror those of a sister screen read the other way; many of its hits are not listed in these tables
TNFa cytotox: HUVEC cytotoxicity counter-screen, TNF alpha stimulated; 93,000 tested, 0.17% active; HUVEC TNFalpha-stimulated, Hoechst cell count, imaging; cell count reduction, % at 2 µM; AID 848;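 active = cell count reduction exceeding the screen mean by over 5 SD, scaled to untreated wells per plate, cut at about 78% in these data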;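 note: cells counted after 24 h of TNF alpha exposure following the 1 h pretreatment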
DAT uptake mod: modulates human dopamine transporter uptake under cocaine; Q01959; 110,000 tested, 1.3% active; AID 449768; LLC-PK1 hDAT cells, [14C]-dopamine uptake with cocaine IC80; actives deviate in either direction; B-score at 10 µM;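 active = Z score or B-score, a plate-position-corrected score, falls beyond the plate's 99.7% confidence bounds, in either direction; inactive = both scores lie inside the 99.7% bounds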;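 note: scored against the spread of the other compound wells on the same plate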
cytoskel mod: modifiers of cytoskeleton assembly | HUVEC TNFa F-actin phalloidin imaging, high content | inhibition, % at 2 µM | 91,000 tested, 0.18% active | AID 836;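 active = inhibition above the batch mean plus 3 SD and confirmed as a hit by visual image inspection, cut at about 30% in these data, passing the limit was not always enough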; note: strong numbers were not always called active
VCAM1 TNFa inh: reduces TNF alpha induced VCAM1 expression in HUVEC. HUVEC TNFa-induced VCAM-1 immunofluorescence, high-content imaging. inhibition, % at 2 µM. 95,000 tested, 0.48% active. AID 802;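 active = inhibition above the batch mean plus 3 SD, with images confirmed as a hit by eye, cut at about 37% in these data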;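 note: 0% = TNF-stimulated DMSO wells and 100% = unstimulated control wells; not every result past the cut was called active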
PLK1 PBD inh: Plk1 (human) PBD binding inhibition; P53350; Plk1 PBD phosphopeptide binding, fluorescence polarization; inhibition, %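 (tested at about 20 µM)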; 97,000 tested, 0.13% active; in the data active = inhibition above about 34%, passing the limit was not always enough
Starred values were filed as active, the others as inactive; . = no result given; & = joins results of further samples. Hits appear at their usual frequency (roughly 3.4% active in at least one column).

SMILES	PLK1 inh	Ecoli WT expand	HUVEC tox IL1B	sEH inh	TNFa cytotox	DAT uptake mod	cytoskel mod	VCAM1 TNFa inh	PLK1 PBD inh
CC(=O)N(C(C)=O)c1ccc2nc(C)[nH]c(=O)c2c1	-4	-1	-53	-9	8	0.63	4	9	7
Cc1c(C(=O)NCCSCc2ccccc2Cl)cccc1[N+](=O)[O-]	-2	2	32	16	2	0.72	-11	-1	25
CCOc1ccc2oc(C(=O)Nc3ccc(N4CCOCC4)cc3)c(C)c2c1	-15	-7	14	-6	-5	0.55	-10	5	-7
O=C1c2ccccc2C(Nc2ccc3c(c2)OCCO3)N1c1ccccn1 (stereo unspecified)	-10	-12	16	0	-22	-0.23	1	6	0
CC1(C)Cc2ccccc2/C(=C/C(=O)N2CCCCCC2)N1	-10	5	-7	4	3	0.72	-4	-13	-18
COc1cccc(CNc2cc(CSc3ccc(Cl)cc3)nc(C)n2)c1	-1	-6	-7	6	-38	0.59	.	-11	0
CC(=O)c1cc(OC(=O)N2CCOCC2)ccc1OC(=O)N1CCOCC1	4	0	-20	-4	-41	0.043	.	1	-2
CC(C)CCNc1nc(-c2ccco2)c2c(c1C#N)CCCC2	-2	-9	-134	-29	-18	-0.89	0	18	12
CC1=C(C(=O)OCC2CCCO2)C(c2cccc(C(F)(F)F)c2)C2=C(CC(c3ccco3)CC2=O)N1 (stereo unspecified)	-3	8	30	-1	5	0.31	15	11	-2
Cc1cc(=O)n2nc(N3CCCC(C(=O)N4CCN(C)CC4)C3)sc2n1 (stereo unspecified)	-10	-2	86*	-15	14	0.61	6	21	-23
CN(C)CCCOC(=O)c1ccccc1	-2	6	12	6	0	-0.017	0	-1	-8
Cc1cc(C(=O)OCC(=O)NC2CCS(=O)(=O)C2)c(C)n1-c1ccccc1 (stereo unspecified)	-8	-2	12	7	-6	0.74	.	-2	-21
Clc1ccc2[nH]c(-c3ccccc3)cc2c1	-4	-24	-15	6	-14	-0.12	6	17	-6
COc1cc(NC(=O)c2ccco2)ccc1NC(=O)C(C)C	7	1	-9	8	-18	-0.39	-7	8	-9
CC1CCN(S(=O)(=O)c2ccc(N/N=C(/C#N)C(N)=O)cc2)CC1	-6	-4	9	18	6	-0.077	10	13	-7
CCOC(=O)c1cc2c(s1)-c1ccccc1CC2	-12	-5	-9	5	30	-0.01	4	20	16
Nn1c(SCC(=O)Nc2ccc3c(c2)OCO3)nnc1C1CC1	0	-3	-15	0	-33	-0.077	22	-12	-1
O=C(c1ccc(Cl)cc1)c1c[nH]cc1-c1ccccc1	-11	.	-2	-4	8	0.048	20	-3	2
CCC(=O)Nc1cccc(Oc2nc(C)cc(C)c2C#N)c1	-12	2	2	.	-14	0.38	-7	16	11
CCNc1nc(Oc2ccc(=O)n(-c3ccccc3)n2)nc(N2CCOCC2)n1	-10	-1	-83	-12	-24	1.3	.	-1	25
C1CCN(c2nc(N3CCCCC3)nc(N3CCNCC3)n2)CC1	-12	-7	-1	-4	-12	0.88	-2	-33	-5
CCOC(=O)C(C)n1ncn2cccc2c1=O (stereo unspecified)	-9	7	-11	2	-6	-0.27	-60	5	20
CCOC(=O)c1cc2c(=O)n3ccccc3nc2n(CCCOC)c1=NC(=O)c1cccnc1	2	-3	0	-3	-28	.	6	27	2
O=C(CSc1nc(-c2ccc(F)cc2)cs1)N1CCc2ccccc21	-12	-12	-6	8	-23	0.18	-6	-3	21
O=C(NCc1cccc(F)c1)C1CCN(S(=O)(=O)Cc2ccccc2)CC1	-8	-8	2	18	-34	-0.23	26	8	-1

Single records, from the list above:
CC(C)CCNc1nc(-c2ccco2)c2c(c1C#N)CCCC2 is listed as PLK1 inh = -2; Ecoli WT expand = -9; HUVEC tox IL1B = -134; sEH inh = -29; TNFa cytotox = -18; DAT uptake mod = -0.89; cytoskel mod = 0; VCAM1 TNFa inh = 18; PLK1 PBD inh = 12
COc1cccc(CNc2cc(CSc3ccc(Cl)cc3)nc(C)n2)c1 is listed as PLK1 inh = -1; Ecoli WT expand = -6; HUVEC tox IL1B = -7; sEH inh = 6; TNFa cytotox = -38; DAT uptake mod = 0.59; cytoskel mod = .; VCAM1 TNFa inh = -11; PLK1 PBD inh = 0

Grouped by structure: those above with an aryl thioether with sulfur outside any ring (3)
SMILES	PLK1 inh	Ecoli WT expand	HUVEC tox IL1B	sEH inh	TNFa cytotox	DAT uptake mod	cytoskel mod	VCAM1 TNFa inh	PLK1 PBD inh
COc1cccc(CNc2cc(CSc3ccc(Cl)cc3)nc(C)n2)c1	-1	-6	-7	6	-38	0.59	.	-11	0
Nn1c(SCC(=O)Nc2ccc3c(c2)OCO3)nnc1C1CC1	0	-3	-15	0	-33	-0.077	22	-12	-1
O=C(CSc1nc(-c2ccc(F)cc2)cs1)N1CCc2ccccc21	-12	-12	-6	8	-23	0.18	-6	-3	21

3 entries out of the list above, sorted by their value in VCAM1 TNFa inh, ascending:
canonical_smiles,VCAM1 TNFa inh
Cc1cc(C(=O)OCC(=O)NC2CCS(=O)(=O)C2)c(C)n1-c1ccccc1 (stereo unspecified),-2
CCOc1ccc2oc(C(=O)Nc3ccc(N4CCOCC4)cc3)c(C)c2c1,5
COc1cc(NC(=O)c2ccco2)ccc1NC(=O)C(C)C,8

Carrying on.
SMILES	PLK1 inh	Ecoli WT expand	HUVEC tox IL1B	sEH inh	TNFa cytotox	DAT uptake mod	cytoskel mod	VCAM1 TNFa inh	PLK1 PBD inh
CCS(=O)(=O)N1CCCC(C(=O)NCCc2ccccc2)C1 (stereo unspecified)	6	-9	.	5	-1	-0.37	-7	2	-20
O=C(COC(=O)c1n[nH]c2ccccc12)NC(=O)NCc1ccco1	-1	-1	-10	11	-13	0.055	1	4	-10
O=C1Cc2ccccc2C(=O)N1CCc1ccccc1	-22	2	-9	10	-30	0.29	-8	19	-27
NC(=O)CSc1nnc(Cc2csc(Nc3ccc(F)cc3)n2)n1Cc1ccccc1	-12	.	-9	4	-19	0.61	9	0	-12
CCc1ccccc1NC(=O)Cn1nc(C(F)(F)F)cc1C1CC1	0	-1	-12	3	-14	0.26	10	9	-14
O=S(=O)(N1CCCCC1)N1CCCN(S(=O)(=O)N2CCCCC2)CC1	-10	-2	-9	-1	-27	-0.37	10	-1	1
CCOC(=O)C(C)Oc1cccc2c(=O)n(CC(=O)N3CCN(C(=O)OCC)CC3)ccc12 (stereo unspecified)	-16	-3	9	20	-2	0.13	6	-5	-3
O=C(Nn1c(-c2ccccc2)nc2ccccc2c1=O)C1CCC1	-6	-2	-6	5	-15	-0.26	13	-3	-12
O=C(COC(=O)c1cccs1)NC1CCCCC1	-8	5	35	-3	-10	0.09	-10	-6	-14
Cc1cc(O)cc(=O)n1Cc1ccco1	-2	3	2	-13	0	-0.64	-20	-11	26
CN(C)c1ccc(/C=C2/C(=O)N(c3ccc([N+](=O)[O-])cc3)N=C2N2CCOCC2)cc1	-5	-2	-32	-5	-10	0.027	-8	3	26
Cc1c(N/C=C/C(=O)c2ccc(Cl)cc2)c(=O)n(-c2ccccc2)n1C	-5	-1	4	-20	-10	2.1	-1	8	-14
Cc1cc(C)n2nc(SCC#N)nc2n1	-13	-4	-24	-3	-20	0.037	2	10	19
CCn1c(SCC(=O)Nc2nc(C)cs2)nnc1C(C)NC(=O)c1ccccc1 (stereo unspecified)	-2	3	-15	3	-16	-0.32	11	11	-38
CC(=O)Cc1nsc(NC(=O)c2cc(-c3cccc(C(F)(F)F)c3)oc2C)n1	-4	-11	2	10	-13	-1.2	7	12	14
OCCCNCc1cccc2ccccc12	-6	2	-6	8	-2	-1.1	22	14	12
COc1ccc(C(=O)/C=C/c2cccs2)c(OC(=O)c2cccc([N+](=O)[O-])c2)c1	-6	-19	18	3	19	-0.36	-34	3	10
O=C(Cn1cnc2ccccc21)NC(c1ccccc1)c1ccccc1	-5	5	-20	3	-5	-0.65	-27	10	1
COc1cnc(-c2ccccn2)nc1Oc1ccccc1Cl	-17	6	.	.	.	-2.5	.	.	12
COc1ccc(OC)c(C(=O)COC(=O)CNC(=O)C2CCCCC2)c1	-4	-1	-8	0	-26	-0.58	17	-2	-15
OC1CCCN(Cc2ccccc2)C1 (stereo unspecified)	-12	-7	-7	3	-29	1	9	-15	14
Cc1ccc(-c2nnc3n2CCCCC3)cc1	-3	5	-129	1	-14	-1.3	12	-8	7
CN1C2CCC1CC(OC(=O)c1c[nH]c3ccccc13)C2 (stereo unspecified)	-13	3	1	-16	-16	-1.3	48	21	-6
O=C(CCCn1c(=O)c2sccc2n(CC(=O)OCc2ccccc2)c1=O)NCc1ccco1	-18	-13	-6	14	-11	0.15&0.45	4	-21	11
COc1ccc(CCNC(=O)C2CC(=O)N(c3ccc(F)cc3)C2)cc1OC (stereo unspecified)	-8	7	-24	6	-38	-0.15	36	7	41

(listing goes on)
SMILES	PLK1 inh	Ecoli WT expand	HUVEC tox IL1B	sEH inh	TNFa cytotox	DAT uptake mod	cytoskel mod	VCAM1 TNFa inh	PLK1 PBD inh
O=C(CN1C(=O)C2CC=C(Cl)CC2C1=O)NCc1ccccc1 (stereo unspecified)	-3	5	-25	-10	-53	0.019	3	10	-10
CCCCC(=O)Nc1cccc(NC(=O)C(C)C)c1	-10	0	14	-10	2	-0.46	-5	4	7
Cc1ccc(Cc2cnc(NC(=O)c3ccco3)s2)cc1	1	-7	-8	19	8	0.22	-7	2	1
CCN1C(=O)C2C(c3cccc(F)c3)NC(CC)(C(=O)OC)C2C1=O (stereo unspecified)	-8	3	-22	3	-6	-0.25	-38	-5	-2
O=C(CSc1ncn[nH]1)Nc1ccnc2ccccc12	-5	8	9	.	-29	0.27	3	15	-17
Cc1ccc(C)c(N2CCN(S(=O)(=O)c3ccc4c(c3)CCN4C(=O)CCC(=O)O)CC2)c1	0	-9	-2	14	-7	0.52	10	-1	32
CN(C(=O)CSc1nnc(Cc2ccccc2F)n1N)C1CCS(=O)(=O)C1 (stereo unspecified)	-17	-10	11	-5	8	-0.29	-16	-6	-17
Cc1ccccc1SCC(=O)Nc1cccc(C#N)c1	-5	10	8	9	18	0.55	-20	26	2
CSc1ccc(/C=C/C(=O)c2ccc(NC(C)=O)cc2)cc1	-11	-9	-33	-7	-13	0.059	2	18	1
CCOCC(=O)Nc1nc2ccc(OC)cc2s1	-11	9	-20	-2	-7	-0.021	-8	6	-2
CCCn1c(N)c(N(C)C)c(=O)n(CC(=O)Nc2ccc(OC(F)(F)F)cc2)c1=O	-14	-1	-35	-2	-30	0.36	3	10	20
Cc1nn(-c2ccccc2)c2sc(-c3nnc(SCC(=O)O)o3)cc12	-18	3	22	-19	8	0.78	0	0	-3
CCc1[nH]nc2c1C(c1ccsc1)C(C#N)=C(N)O2 (stereo unspecified)	23	.	-43	14	.	-0.32	14	-4	4
Cc1nn(-c2nnc(C)c(=O)[nH]2)c(C)c1SCC(=O)Nc1ccc(C(C)C)cc1	-7	5	9	-16	-38	-0.91	26	-10	18
Cc1nnc(Oc2ccccc2F)c2ccccc12	-3	-3	4	-12	2	-0.38	-12	-9	15
